Screening results (PubChem)
LYPLA1 counter: counter-screen for PME1 inhibitors: inhibitors of human LYPLA1; 0.16% of 320,000 active; inhibition, % at 5.9 µM; recombinant LYPLA1, FP-Rh probe fluorescence polarization;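 active means inhibition above the mean of all tested compounds plus 3 SD, set per campaign, cut at about 14% in these data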;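 further: inhibitors block serine hydrolase probe labeling of LYPLA1 so polarization falls; 0% = enzyme with DMSO and 100% = wells lacking LYPLA1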
PME-1 inh: blocks human protein phosphatase methylesterase 1; AID 2130; 0.53% of 320,000 active; recombinant PME-1, FP-Rh probe fluorescence polarization; inhibition, % at 5.9 µM;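 active means inhibition above the campaign mean of all compounds plus 3 SD, cut at about 26% in these data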;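 further: competitive labeling of PME-1 active site by serine hydrolase directed probe; 0% = PME-1 with DMSO and 100% = wells lacking PME-1 enzyme; inhibitors block probe labeling so polarization falls and inhibition rises; many of its hits are not listed in these tables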
pPAFAH inh: inhibitors of human plasma PAF acetylhydrolase (pPAFAH); 1.5% of 330,000 active; inhibition, % at 3.39 µM; recombinant pPAFAH, FP-rhodamine probe fluorescence polarization; Q13093; AID 463082;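 active means inhibition above the mean inhibition across the screen plus 3 SD, cut at about 25% in these data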;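 further: inhibitors block binding of the rhodamine activity-based probe so polarization drops; 0% = enzyme with DMSO and 100% = wells lacking pPAFAH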
PAD4 FP inh: PAD4 (human) enzyme inhibition | Q9UM07 | recombinant PAD4, RCA probe fluorescence polarization | inhibition, % at 6.36 µM | 0.41% of 330,000 active | AID 485272;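 active means percent inhibition above a cutoff equal to the mean of all tested compounds plus 3 SD, cut at about 15% in these data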;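 further: 0% = PAD4 with RCA probe and DMSO and 100% = probe without PAD4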
Target sequence (Q9UM07 whole entry, looked up): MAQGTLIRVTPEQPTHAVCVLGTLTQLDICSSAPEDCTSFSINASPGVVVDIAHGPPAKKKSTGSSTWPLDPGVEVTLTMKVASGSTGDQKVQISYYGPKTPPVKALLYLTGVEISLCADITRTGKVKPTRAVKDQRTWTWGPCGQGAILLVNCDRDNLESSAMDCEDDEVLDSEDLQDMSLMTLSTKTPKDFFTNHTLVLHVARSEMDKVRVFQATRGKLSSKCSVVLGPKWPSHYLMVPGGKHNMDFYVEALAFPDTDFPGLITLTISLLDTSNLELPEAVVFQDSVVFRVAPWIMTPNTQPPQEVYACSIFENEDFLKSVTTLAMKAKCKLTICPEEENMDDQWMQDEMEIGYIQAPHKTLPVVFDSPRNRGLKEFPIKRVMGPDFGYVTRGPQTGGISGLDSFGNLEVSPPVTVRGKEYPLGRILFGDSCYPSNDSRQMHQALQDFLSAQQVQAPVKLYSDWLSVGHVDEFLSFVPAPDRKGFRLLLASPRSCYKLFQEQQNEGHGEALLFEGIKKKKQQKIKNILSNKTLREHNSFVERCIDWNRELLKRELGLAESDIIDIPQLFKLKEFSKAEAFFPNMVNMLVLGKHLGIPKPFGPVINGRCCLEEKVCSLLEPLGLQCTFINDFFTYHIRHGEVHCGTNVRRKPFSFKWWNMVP
LYPLA2 counter: blocks human lysophospholipase 2, a PME1 counter-screen; O95372; recombinant LYPLA2, FP-Rh probe fluorescence polarization; inhibition, % at 5.9 µM; 0.38% of 320,000 active; AID 2177;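 active means inhibition above the screen-wide mean plus 3 SD, limit set per campaign, cut at about 26% in these data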;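 further: 0% = LYPLA2 with DMSO and 100% = wells lacking LYPLA2 enzyme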
Target sequence (O95372 whole entry, looked up): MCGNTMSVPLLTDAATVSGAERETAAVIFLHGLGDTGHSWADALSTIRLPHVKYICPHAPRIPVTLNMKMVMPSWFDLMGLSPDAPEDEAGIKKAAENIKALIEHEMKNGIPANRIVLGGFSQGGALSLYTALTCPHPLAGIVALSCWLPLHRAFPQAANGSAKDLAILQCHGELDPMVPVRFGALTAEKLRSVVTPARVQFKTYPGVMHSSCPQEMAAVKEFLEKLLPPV
PAFAH1B2 inh: inhibitors of human PAFAH1B2; P68402; recombinant PAFAH1B2, FP-rhodamine activity probe, fluorescence polarization; inhibition, % at 3.39 µM; 1.2% of 340,000 active; AID 492953;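 active means inhibition above the mean of all tested compounds plus 3 SD, cut at about 24% in these data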;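 further: 0% = enzyme with DMSO and 100% = wells lacking PAFAH1B2; many of its hits are not listed in these tables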
PAFAH2 inh: PAFAH2 (human) inhibition | 0.99% of 340,000 active | Q99487 | inhibition, % at 3.39 µM | recombinant PAFAH2, FP-rhodamine activity probe, fluorescence polarization;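 active means inhibition above the mean over all tested compounds plus 3 SD, cut at about 30% in these data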;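 further: inhibitors block probe labeling of enzyme so polarization drops; 0% = enzyme with DMSO and 100% = wells lacking PAFAH2 protein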
GSTO1 inh: GSTO1 inhibition, counter-screen for RBBP9 inhibitors; P78417; recombinant GSTO1, activity-based probe fluorescence polarization; inhibition, % at 5.96 µM; 1.1% of 300,000 active; AID 1974;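 active means inhibition above the campaign mean inhibition plus 3 SD, cut at about 35% in these data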;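 further: 0% = GSTO1-1 with DMSO and 100% = wells lacking GSTO1-1 enzyme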
PAFAH1B3 inh: blocks human PAF acetylhydrolase 1B catalytic subunit 3; Q15102; recombinant PAFAH1B3, FP-rhodamine probe, fluorescence polarization; inhibition, % at 3.39 µM; 0.28% of 340,000 active;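 active means inhibition above the screen-wide average of all tested compounds plus 3 SD, cut at about 25% in these data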;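 further: 0% = enzyme with DMSO only and 100% = wells lacking PAFAH1B3 protein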
* marks the source's active call; other numbers are inactive results; / = no result given. An excerpt (hit frequency here may not be typical).

SMILES	LYPLA1 counter	PME-1 inh	pPAFAH inh	PAD4 FP inh	LYPLA2 counter	PAFAH1B2 inh	PAFAH2 inh	GSTO1 inh	PAFAH1B3 inh
CCc1ccc(NP(=O)(Oc2ccccc2F)Oc2ccccc2F)cc1	-0.9	4.6	3.2	-4.7	3.6	5.5	-3.0	-11.4	-3.3
O=C(c1ccc(N2CC3CC(C2)c2cccc(=O)n2C3)c([N+](=O)[O-])c1)N1CCCC1 (centres undefined)	2.3	1.0	3.4	-3.4	0.1	2.9	-2.6	2.2	-0.2
CCCc1c(C)nc(-c2ccc(C)cc2)nc1OC(=O)N(C)C	0.9	2.6	-1.6	1.4	3.6	1.0	-7.3	-3.3	5.3
O=C1C=Cc2ccccc2C1=O	-2.1	2.3	9.5	-2.2	3.8	/	/	28.7	/
Oc1ccc(C(=C(Cl)Cl)c2ccc(O)cc2)cc1	-4.4	-12.7	-1.7	-1.2	-6.1	/	/	-9.9	/
NC(Cc1ccccc1)c1nc2ccccc2[nH]1 (centres undefined)	-1.9	-4.3	2.1	-5.4	-0.7	5.5	-0.6	2.7	-6.2
COc1ccc(CNCCc2ccc(Cl)cc2Cl)cc1	-2.4	-3.6	3.4	-1.1	-7.9	5.2	2.9	2.0	-1.8
CCOc1cc(C2NCc3ccccc3-n3cccc32)ccc1O (centres undefined)	2.2	-2.4	4.3	-1.3	1.2	1.7	-4.8	6.4	0.6
CCC(CC)N1CCN(Cc2nc3ccccc3c(=O)n2-c2ccc(F)cc2)CC1	0.6	2.1	6.7	2.0	4.8	3.6	1.5	-3.9	20.4
O=C(CCCn1c(=O)[nH]c2cc(Cl)ccc2c1=O)N1CCC2(CC1)OCCO2	-0.8	2.3	2.7	-0.8	-4.2	6.6	-4.8	4.1	1.2
CC(=O)OC1(Cc2ccccc2)CN2CCC1c1ccccc12 (centres undefined)	-1.1	-4.6	-2.9	-1.8	4.1	2.7	7.0	1.2	6.2
C=C(C)CN1CC[C@]23c4c5ccc(O)c4O[C@H]2c2[nH]c4ccccc4c2C[C@@]3(O)C1C5	-4.0	3.4	5.4	1.7	2.1	/	/	6.5	/
O=C(CN1CCCC1)Nc1ccc(Cl)cc1C(=O)c1ccccc1	-2.5	1.3	17.7	-4.7	5.5	3.4	2.0	7.7	-6.3
O=C1NC(=O)C(=Cc2coc3ccc(O)cc3c2=O)C(=O)N1	-1.7	0.5	-1.1	-1.3	4.2	7.0	3.1	31.3	3.2
C[N+](C)(C)CC(=O)O	-0.6	-5.5	-3.8	3.2	-1.4	3.1	7.4	6.1	8.1
CC(=O)c1ccccc1NC(=O)C1C2CCC(O2)C1C(=O)O (centres undefined)	1.5	0.0	0.2	-2.6	5.9	/	/	1.0	/
Cc1ccc2c(c1)C1CN(C)CCC1N2C(=O)Nc1cccc(C(F)(F)F)c1 (centres undefined)	-1.9	-2.9	2.3	-2.6	-2.6	-0.7	-11.2	2.1	-1.1
CCc1cc(=O)oc2cc(OCC(=O)N3C[C@H]4C[C@@H](C3)c3cccc(=O)n3C4)c(Cl)cc12	-0.5	6.2	1.2	3.0	6.5	4.0	6.3	-0.8	8.3
Cc1cccc(N2C(=O)NC(=O)/C(=C\c3cc(C)n(-c4sc5c(c4C#N)CCCC5)c3C)C2=O)c1C	0.1	2.4	8.7	-6.0	6.2	3.0	32.8*	4.7	7.6
C=C[C@@H]1C[C@@]1(C)[C@@H](NP(=O)(c1ccccc1)c1ccccc1)c1ccccc1	-1.3	8.1	5.1	5.3	1.4	41.2*	6.4	-0.1	7.5
C=Cn1ccnc1P(=S)(c1c(C)nn(-c2ccccc2)c1C)c1nccn1C=C	-2.7	-6.5	2.6	-0.8	0.4	5.4	-1.6	1.7	10.6
CC1=NN(Cc2c[nH]c3ccccc23)C(C)(C)C1	1.4	-5.4	4.6	-3.6	-1.7	0.8	-8.5	21.9	0.2
Cc1nonc1-c1nc(-c2nonc2N)n[nH]1	-4.0	-3.7	-8.2	-13.1	-8.1	4.2	-5.6	9.2	2.5
COc1ccc(OC)c(N2C(=O)NC(=O)/C(=C/c3ccc([N+](=O)[O-])s3)C2=O)c1	1.1	-0.4	62.1*	-11.3	5.3	54.9*	65.9*	23.9	68.7*
COC1CC(OC2CCC3(C)C(CCC4C3CCC3(C)C(C5=CC(=O)OC5)C(OC(C)=O)CC43O)C2)OC(C)C1OC1OC(COC2OC(CO)C(O)C(O)C2O)C(O)C(O)C1O (centres undefined)	0.6	1.2	-0.7	-1.1	2.9	/	/	-3.3	/
SMILES	LYPLA1 counter	PME-1 inh	pPAFAH inh	PAD4 FP inh	LYPLA2 counter	PAFAH1B2 inh	PAFAH2 inh	GSTO1 inh	PAFAH1B3 inh
Cc1cccc(C)c1NC(=O)c1cccn(Cc2ccc3c(c2)OC(F)(F)O3)c1=O	2.8	0.5	1.4	-5.8	4.8	-0.8	-3.1	-2.1	-1.2
Cc1cccc(NC(N)=S)c1	0.4	0.7	-0.3	-4.6	-4.9	-1.4	-1.8	8.7	-1.8
COCCCn1c(N)c(C(=O)Nc2ccccc2)c2nc3ccccc3nc21	-9.0	9.5	10.2	-0.2	-12.4	/	/	6.2	/
O=C(Nc1ccccc1)OC1CN=C(N[N+](=O)[O-])NC1 (centres undefined)	-2.1	-3.1	-5.0	-2.6	-1.7	0.7	1.2	5.6	2.9
COc1cc2[nH]c(=O)n(-c3ccccc3)c(=O)c2cc1OC	4.0	-2.0	-0.5	4.1	3.6	-0.2	-1.1	-1.1	6.1
O=c1c2ccccc2[nH]c(=S)n1-c1ccc2c(c1)OCCO2	2.3	6.3	3.2	0.5	6.0	9.7	-4.9	3.0	-1.0
CCc1ccc(OCC(=O)N2CCN(CC(=O)Nc3ccccc3Cl)CC2)cc1	5.8	3.5	9.8	4.3	10.0	-3.5	-2.9	/	-6.7
CC1(C)Cc2c(sc3c2C(=O)NC(c2cccnc2)N3)CO1 (centres undefined)	-3.3	2.0	0.8	1.8	-3.2	3.9	-2.4	-2.3	9.9
CCOC(=O)c1[nH]ncc1CN1CCCC(C(=O)c2cccc(Cl)c2)C1 (centres undefined)	4.7	-1.7	-2.2	-3.2	3.2	1.3	3.9	0.3	-1.1
CCOC(=O)c1sc(/N=C/c2c(O)n(-c3ccccc3)c(=O)[nH]c2=O)c(C#N)c1C	2.9	-2.9	1.5	-1.7	3.0	3.6	-6.6	-9.0	-4.9
CCOC(=O)c1c(C)[nH]c(C(=O)C(C)N2CCCC2)c1C (centres undefined)	0.6	-0.4	-0.5	-3.5	-0.1	9.0	-1.4	-6.7	4.3
Cc1ccc(C)c(OCC(=O)N2CCN(Cc3ccc4c(c3)OCO4)CC2)c1	-0.7	7.3	1.6	-2.1	4.6	-2.1	7.3	-0.8	-4.5
CC[n+]1c(SC)ccc2cc(OC)ccc21	-1.2	3.0	7.7	1.9	1.2	-4.3	-8.2	1.4	6.6
CCOc1ccc(Cl)cc1CNCCc1ccccc1F	3.3	-4.8	2.9	0.8	6.5	6.2	0.3	2.4	5.4
CN1CCN(CC#CCOc2ccc(Cl)cc2)CC1	-2.0	-0.3	-1.9	0.1	3.4	23.2	-3.5	-1.3	8.0
COc1ccc(N2C(=O)NC(=O)/C(=C/c3ccc([N+](=O)[O-])s3)C2=O)cc1	-8.6	-4.5	44.4*	-8.7	-8.6	/	/	30.1	/
CCc1ccccc1N1C(=O)NC(=O)/C(=C\c2cc(C)n(C)c2C)C1=O	3.4	2.6	1.0	-0.3	3.5	2.6	-1.6	6.4	4.6
C/C=C1\NC(=O)[C@@H](NC(=O)[C@H](CCc2ccc(O)cc2)NC(=O)[C@H](C)NC(=O)[C@H](O)CO)[C@@H](C)OC(=O)[C@H](C(C)C)NC(=O)[C@H](Cc2ccc(O)cc2)N(C)C(=O)[C@H](Cc2ccccc2)N2C(=O)C(CC[C@H]2O)NC1=O (some centres undefined)	/	/	-1.4	-2.2	/	4.1	1.2	/	-4.1
COC(=O)C(=O)N1CC2(C)CNCC(C)(C1)C2=O	-0.5	-6.4	-1.1	-2.9	-4.9	3.5	9.1	0.3	5.7
CC1(C)CC(N(CCc2ccccc2)Cc2ccccc2)CCO1 (centres undefined)	2.2	-1.0	-2.5	3.4	8.8	5.2	2.0	-0.8	6.1
CC(C)N1CCN(Cc2ccc3c(c2)OCCO3)CC1CCO (centres undefined)	1.5	-5.3	6.3	-4.3	-0.6	1.4	0.6	-0.7	9.9
C[C@H]1CCCC(=O)CCCCCc2cc(O)cc(O)c2C(=O)O1	0.4	-5.1	-0.8	0.9	-4.1	-1.4	-13.6	7.7	-0.3
O=c1[nH]c(CN2CC=C(c3ccccc3)CC2)nc2cc(C(F)(F)F)ccc12	-6.6	-1.8	4.6	-3.7	-12.1	0.0	-6.1	-7.8	-3.2
CCOC(=O)c1c(C=O)c2ccccc2n1Cc1ccccc1	-2.2	-4.2	6.8	2.2	-3.8	2.6	-4.2	-1.8	-3.4
O=c1[nH]c(=O)n(Cc2ccc(F)cc2)c(O)c1C=NCC1CCCO1 (centres undefined)	0.3	-3.1	-3.6	-2.2	2.8	3.3	-0.8	2.9	1.0
SMILES	LYPLA1 counter	PME-1 inh	pPAFAH inh	PAD4 FP inh	LYPLA2 counter	PAFAH1B2 inh	PAFAH2 inh	GSTO1 inh	PAFAH1B3 inh
CC(=O)N(C1=NCCCS1)c1ccccc1Cl	-1.8	3.4	1.3	-0.8	0.7	4.8	-0.6	-6.9	4.1
O=C1C2(c3ccccc3)CN3CN(C2)CC1(c1ccccc1)C3	4.0	-2.5	2.0	0.3	0.5	2.7	-0.3	-1.0	3.9
CCC12C=CCN3CCC4(c5cc(Br)c(OC)cc5N(C)C4C(O)(C(=O)OC)C1OC(C)=O)C32 (centres undefined)	2.4	-0.9	3.5	0.3	4.9	2.2	5.6	1.2	3.5
CCOc1c(P(=S)(N(C)C)N(C)C)c(C)nn1-c1ccccc1	-4.4	-2.6	-10.6	-1.6	-10.8	-1.0	1.6	-10.5	-4.5
CCc1nn(CC(=O)N2CCC3(CC2)OCCO3)c(=O)c2cc3ccccc3n12	-1.1	-3.9	7.2	-0.2	6.7	-7.2	-3.8	-7.9	5.2
CCCCCn1c(=O)c(C(=O)Nc2ccccc2N)c(O)c2ccccc21	-0.3	-4.2	3.1	-2.4	0.5	4.5	-3.0	-0.2	5.6
COC(=O)C1=C(c2c(C)noc2C)C[C@@H]2CC[C@H]1N2C(=O)NC1CCCCC1	-1.9	0.6	-0.4	-0.9	5.3	1.6	15.3	/	4.2
Cc1nonc1OCCNCCNc1ccc([N+](=O)[O-])c2cccnc12	1.3	-1.2	5.2	5.5	7.1	0.1	6.4	0.3	-1.8
O=c1[nH]c(=O)n(Cc2ccco2)c(O)c1/C=N/N1CCCCCC1	1.9	5.1	4.8	-5.5	4.3	8.1	0.3	-6.8	9.5
Cc1[nH]c2c(Cl)cccc2c1CCN	-2.0	-1.5	1.1	4.4	3.9	/	/	-2.0	/
CSC1=NP(=S)(SC)N2CCCC2=C1C#N (centres undefined)	6.1	-2.6	-1.6	0.2	1.4	1.4	4.0	3.1	5.7
O=C1CCN(C(=O)CNC(=O)Cc2ccccc2)CC1	-1.6	-3.8	3.4	-0.2	7.9	-3.1	-1.9	1.0	-3.0
CC(=O)N1N=C2C3CCN(CC3)C2C1c1ccccc1 (centres undefined)	-1.6	0.5	3.1	0.4	-4.9	-2.9	1.8	3.4	2.1
